PMI activator – activators of human PMI, primary screen, biochemical, fluorescence intensity, near-Km mannose 6-phosphate; Mannose-6-phosphate isomerase (Homo sapiens), P34949; purified human PMI, coupled resazurin fluorescence, 20 min; stronger effect = higher value; 1 = vehicle control, 0 substrate-free wells; activation factor at 20 µM; 190,000 compounds, 0.005% hits; AID 1214, 2008;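 active = activation factor of 2 or more at 20 µM, relative to plate controls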
bIAP act – bovine intestinal alkaline phosphatase activators, primary screen, biochemical, bovine IAP, CDP-star luminescence | 200,000 compounds, 0.17% hits | activation factor at 20 µM | purified bovine IAP, 30 min; stronger effect = higher value; fold of DMSO-control signal, blank-subtracted | alkaline phosphatase, intestinal [Bos taurus] | AID 1016, 2008;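 active = activation factor of 2 or more at 20 µM, a signal rise over negative controls twice the positive control's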
FLuc inhib CS – firefly luciferase enzyme inhibitors, primary screen, artefact control for luciferase-based inhibitor screens, biochemical, luminescence, ATPLite | Luciferin 4-monooxygenase (Photinus pyralis), P08659 | 10 min | inhibition, % at 10 µM | 200,000 compounds, 1.5% hits;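 active = inhibition above about 50% when tested at 10 µM, limit read from the data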
Target sequence (P08659 whole entry, looked up): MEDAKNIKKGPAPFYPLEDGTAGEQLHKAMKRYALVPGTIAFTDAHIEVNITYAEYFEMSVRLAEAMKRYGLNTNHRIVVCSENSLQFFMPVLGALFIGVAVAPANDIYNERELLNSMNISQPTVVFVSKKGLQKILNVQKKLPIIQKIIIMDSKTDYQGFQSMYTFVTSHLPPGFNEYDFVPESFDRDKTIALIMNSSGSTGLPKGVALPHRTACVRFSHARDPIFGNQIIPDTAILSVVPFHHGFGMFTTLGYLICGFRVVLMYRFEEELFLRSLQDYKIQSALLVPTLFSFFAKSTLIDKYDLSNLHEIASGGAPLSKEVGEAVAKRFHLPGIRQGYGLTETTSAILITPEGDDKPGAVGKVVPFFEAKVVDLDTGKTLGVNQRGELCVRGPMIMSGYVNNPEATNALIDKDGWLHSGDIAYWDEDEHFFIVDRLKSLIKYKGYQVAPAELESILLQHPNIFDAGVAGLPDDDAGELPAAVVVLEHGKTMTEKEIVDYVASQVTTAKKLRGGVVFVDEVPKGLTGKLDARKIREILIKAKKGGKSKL
TNAP inh hiacc – human TNAP enzyme inhibitors, primary screen, biochemical, luminescent, high phosphate acceptor level, uHTS. inhibition, % at 20 µM. purified TNAP, CDP-star luminescence, 1 M DEA. Alkaline phosphatase, tissue-nonspecific isozyme (Homo sapiens), P05186. 200,000 compounds, 0.03% hits. AID 1135, 2008;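 active = over 50% inhibition of tissue-nonspecific alkaline phosphatase at 20 µM in the single-dose screen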;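 note: plate controls were DMSO wells for no effect and EDTA-quenched wells as full inhibition for full effect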
Target sequence (P05186 whole entry, looked up): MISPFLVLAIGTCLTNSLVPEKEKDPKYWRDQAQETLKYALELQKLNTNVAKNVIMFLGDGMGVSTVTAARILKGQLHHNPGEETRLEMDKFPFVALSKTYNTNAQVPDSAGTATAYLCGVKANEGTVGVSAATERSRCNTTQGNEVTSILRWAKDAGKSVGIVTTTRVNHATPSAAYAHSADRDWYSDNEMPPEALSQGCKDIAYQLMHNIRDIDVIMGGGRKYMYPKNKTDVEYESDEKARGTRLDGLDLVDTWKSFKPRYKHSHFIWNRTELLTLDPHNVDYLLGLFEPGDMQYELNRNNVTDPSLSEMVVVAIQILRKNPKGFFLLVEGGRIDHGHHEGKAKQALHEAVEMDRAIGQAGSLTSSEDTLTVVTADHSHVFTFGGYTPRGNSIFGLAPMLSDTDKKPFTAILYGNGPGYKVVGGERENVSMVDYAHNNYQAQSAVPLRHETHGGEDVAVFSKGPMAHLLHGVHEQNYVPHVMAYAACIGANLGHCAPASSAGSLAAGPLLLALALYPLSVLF
TNAP inh no acc – human TNAP enzyme inhibitors, primary screen, biochemical, luminescent, no phosphate acceptor, uHTS | inhibition, % at 20 µM | AID 1012, 2008 | purified TNAP, CDP-star luminescence, 30 min | 200,000 compounds, 0.26% hits | Alkaline phosphatase, tissue-nonspecific isozyme (Homo sapiens), P05186;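 active = tissue-nonspecific alkaline phosphatase inhibition above about 50% at 20 µM in the single-dose screen, limit read from the data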;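 note: 0% = DMSO negative control and 100% = EDTA positive control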
APP 5'UTR act – activators of APP 5'UTR luciferase reporter, primary screen, SH-SY5Y cells; SH-SY5Y APP 5'UTR luciferase reporter, luminescence; zero percent = DMSO vehicle wells; activation, % at 2 µM; 190,000 compounds, 1% hits; AID 1276, 2008;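 active = activation above a set limit, based on mean plus 3 SD of controls, cut at about 140% in these data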; note: values of inactives mirror those of a sister screen read the other way
TNAP act hi DEA – TNAP activators at high phosphate acceptor level, primary screen, biochemical, luminescence, uHTS | Alkaline phosphatase, tissue-nonspecific isozyme (Homo sapiens), P05186 | purified TNAP, CDP-star luminescence, 1 M DEA, 30 min; stronger effect = higher value; 0 = EDTA background, 1 = DMSO-only activity | activation factor at 20 µM | 200,000 tested, under 10 active;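 active = activation factor at least 2 at 20 µM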
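Dosing: 20 µM single point. System: human TNAP. Amount: TNAP 1/800 final. Incubation: 30 min, room temperature. Read-out: TNAP activation factor scaled between EDTA and DMSO control wells. Signal: luminescence from CDP-star hydrolysis. Medium: 1 M DEA, pH 9.8, Mg2+, Zn2+. Control set: EDTA negative control, DMSO positive control.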
PMI act hi M6P – human PMI activators, high substrate, primary screen, biochemical, fluorescence intensity, near-saturating mannose 6-phosphate; 190,000 compounds, 0.34% hits; activation factor at 20 µM; AID 1216, 2008; Mannose-6-phosphate isomerase (Homo sapiens), P34949; coupled PMI enzyme assay, resazurin fluorescence, 20 min; stronger effect = higher value; 1 = untreated enzyme, 0 = substrate-free blank;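 active = activation factor of 2 or more at 20 µM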
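assay system = human phosphomannose isomerase with PGI, G6PDH, diaphorase coupling enzymes | quantity = 15 ng/mL PMI | incubation = enzyme reaction with compound 20 min at room temperature | medium = HEPES pH 7.4 buffer with MgCl2 and Tween-20 | compound dosing = one concentration, 20 µM, in 1% DMSO | measured by = Diaphorase-driven resazurin-to-resorufin fluorescence, excitation 544, emission 590 nm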
FLuc stim CS – FLuc activators, initial screening, artefact control for FLuc-dependent activation tests, biochemical, ATPlite luminescence; ATPlite luciferase biochemical, 10 min; 0 = ATP-free wells, 1 = DMSO control; 200,000 tested, under 10 active; activation factor at 10 µM;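 active = luciferase activation factor, scaled between plate controls, of at least 2 with compound at 10 µM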
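System: luciferase plus luciferin reagent, cell-free; medium: PBS as buffer for the ATP substrate; dosing: test compounds dosed from 2 mM stocks in 100% DMSO; timing: 10 min post-reagent at room temperature; measured by: luminescence measurement of luciferase light output; evaluation: luciferase activation, seen as luminescence increase over controls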
NF-kB expr up – activators of NF-kB expression in neurons, primary screen, cell-based, HTS. human neuronal cells, NF-kB reporter expression; stronger effect = higher value. fold change at 12.5 µM. 190,000 compounds, 1.6% hits; in the data active = fold change above about 3.3
* marks the source's active call; other numbers are inactive results; / = no result given.

SMILES	PMI activator	bIAP act	FLuc inhib CS	TNAP inh hiacc	TNAP inh no acc	APP 5'UTR act	TNAP act hi DEA	PMI act hi M6P	FLuc stim CS	NF-kB expr up
COCCN1C(=O)C(=O)/C(=C(/O)c2ccc(C)cc2)C1c1ccccn1 (configuration not stated)	0.9	1.1	-1	-5	-9	-13	1	1	1	1.2
O=[N+]([O-])c1ccc(S(=O)(=O)Nc2nc3ccccc3nc2Nc2ccccc2)cc1	1	0.9	-2	-1	-9	-5	1	0.9	1	0.67
COc1cccc(-c2nc3ccc([N+](=O)[O-])cc3o2)c1	1	1	31	0	-4	144*	1	1	0.7	3.4*
CC1CCCCC1NC(=O)CN(C)S(=O)(=O)c1cccc2nsnc12 (configuration not stated)	1	1	-5	-1	-12	15	1	1	1	0.96
COc1ccc(C(=O)NNC(=O)C(=O)NCc2ccccc2)cc1	1	1.1	-1	-8	-79	-7	1.1	0.9	1	1.1
NS(=O)(=O)c1ccc(CNC(=S)Nc2ccc(Cl)c(Cl)c2)cc1	0.9	1	0	4	12	-5	1	0.9	1	0.9
COC(=O)[C@@H](NC(=O)N(C1CCCCC1)C1CCCCC1)C(C)C	1	1.1	-2	-2	-7	-2	1	0.9	1	0.79
COc1ccccc1CC(=O)Nc1ccc(-c2noc(COc3cccc(C)c3C)n2)cc1	0.9	0.8	-9	-7	-1	9	1.1	0.9	1.1	0.86
CC(=O)c1cc2c(cc1NC(=O)c1ccc(C)cc1)OCO2	0.9	1	4	0	-2	14	1	0.9	1	1.1
CSc1nc2[nH]c3c(c2c2nnnn12)CCCC3	0.8	0.8	5	3	-4	12	1	0.9	1	1
CCCCSc1nc2sc3c(c2c(=O)[nH]1)CCC3	0.9	1	5	-1	-1	-3	1	0.9	1	1
Cn1c(=O)c2c(-c3ccccc3)n(Cc3cccnc3)cc2n(C)c1=O	1.7	1.1	-4	-2	-8	-11	1	1.9	1	1.1
CCN(CC)c1nc(Oc2ccc(C(=O)OC)cc2)nc(N2CCOCC2)n1	0.9	1	-5	0	-4	19	1	0.9	1	0.86
O=C(COC(=O)c1cccs1)Nc1ccccc1C(F)(F)F	1	1	-2	1	2	-12	1	1	1	1.4
COC(=O)c1ccc(Cl)c(NC(C)=O)c1	0.8	1	-5	-1	-10	-2	1	0.9	1.1	1.2

Compound profiles (already shown). Order of values: PMI activator | bIAP act | FLuc inhib CS | TNAP inh hiacc | TNAP inh no acc | APP 5'UTR act | TNAP act hi DEA | PMI act hi M6P | FLuc stim CS | NF-kB expr up
O=[N+]([O-])c1ccc(S(=O)(=O)Nc2nc3ccccc3nc2Nc2ccccc2)cc1 is entered as 1 | 0.9 | -2 | -1 | -9 | -5 | 1 | 0.9 | 1 | 0.67
Cn1c(=O)c2c(-c3ccccc3)n(Cc3cccnc3)cc2n(C)c1=O is entered as 1.7 | 1.1 | -4 | -2 | -8 | -11 | 1 | 1.9 | 1 | 1.1

Next part:
SMILES	PMI activator	bIAP act	FLuc inhib CS	TNAP inh hiacc	TNAP inh no acc	APP 5'UTR act	TNAP act hi DEA	PMI act hi M6P	FLuc stim CS	NF-kB expr up
CCCOC(=O)Nc1sc2c(c1C(=O)OCC)CCC2	1	0.9	-4	1	-17	12	1	1	1	1
COc1cc(/C=C2\SC(c3ccc(C)cc3)=NC2=O)cc(OC)c1O	0.7	0.3	36	36	39	16	0.6	0.7	0.6	1.1
O=C(O)C1CCCCC1C(=O)Nc1ccc(-c2ccccc2)cc1 (configuration not stated)	1	1	13	0	-3	-4	1	1	0.9	1.3
Clc1nc(Nc2ccccc2)nc(Nc2ccccc2)n1	0.8	1	5	2	1	18	1	0.7	0.9	2.1
CCCN1CCN(CCCNC(=S)Nc2ccc(OC)cc2)CC1	0.9	0.9	-4	0	-11	13	1	0.9	1	1.3
CC(C)N1CCN(Cc2cccn2-c2ccccn2)CC1CCO (configuration not stated)	0.9	1	-5	-7	-9	-4	1.1	1	1.1	0.9
O=C(CSc1ncc(-c2ccc(F)cc2)[nH]1)Nc1cccc(O)c1	0.7	0.8	1	-4	-9	3	1	1	1	0.97
O=C(Cn1c(-c2ccccc2)noc1=O)Nc1ccc(S(=O)(=O)N2CCOCC2)cc1	1	1	-4	-6	-5	5	1.1	1	1	1.1
CCOc1ccc(C2C(C(=O)O)CCC(=O)N2C2CCCCC2)cc1 (configuration not stated)	1.2	0.9	-7	-1	-14	3	1	1.1	1.1	1.6
C=CCn1c(C#N)c(N)sc1=N	1	0.9	-8	-7	-12	7	1.1	1	1.1	1
CCCNC(=O)c1cnc(Sc2ncc(C(F)(F)F)cc2Cl)n1C	1	1	-4	1	-14	4	1	1.1	1	1.1
COCCNC(=O)c1noc2c1CCc1cc(OC)ccc1-2	0.9	0.7	26	-2	-9	102	1	0.9	0.7	2.6
Cc1ccc(OCc2nc(-c3ccccc3)no2)c(C)c1	0.9	0.5	16	-6	-10	120	1.1	0.9	0.8	5.2*
CC(C)CC(=O)Nc1ccc(OCC(=O)O)cc1	1	0.9	-3	-5	-14	14	1	1	1	1.2
O=C(COc1cccnc1[N+](=O)[O-])NCCc1ccccc1	1.1	1	-3	3	0	9	1	1	1	1.1
Clc1ccc(Oc2ncnc3oc(-c4ccccc4)cc23)cc1	1	0.7	-4	-8	-13	5	1.1	1.1	1	1.1
Cc1ccc(S(=O)(=O)N(C)CC(=O)NC2CC(C)(C)NC(C)(C)C2)cc1	0.9	1	-6	-3	-15	6	1	1	1.1	0.99
CCOc1cc(/C=N/NC(=O)c2cccs2)ccc1OC(=O)N1CCOCC1	1	1.4	-6	-4	-1	5	1	1.1	1.1	0.44
O=C(NC1CCCCC1)N(Cc1nc2ccccc2c(=O)[nH]1)C1CCCC1	1.1	0.8	-4	0	-5	-2	1	1.1	1	0.82
COCCCNS(=O)(=O)c1ccc(OC)c(Cl)c1Cl	0.9	0.9	-1	-3	-10	-21	1	1	1	1.2
CCC/C=C(\CCC)C(NS(=O)(=O)c1ccc(C(F)(F)F)cc1)c1ccccc1 (configuration not stated)	0.8	0.6	-4	0	-6	8	1	0.8	1	2.8
CC1=CC(C)(C)Nc2ccc(OC(=O)c3cccnc3)cc21	0.9	0.9	10	7	-6	-32	0.9	0.8	0.9	1.5
CC(=O)c1ccc(C(=O)N2CCCC(C(=O)c3cc(F)ccc3F)C2)s1 (configuration not stated)	0.9	0.9	-8	-5	-11	1	1.1	0.9	1.1	1.2
Cc1cc([N+](=O)[O-])ccc1NCc1ccc2ccccc2c1	0.9	0.7	-1	0	-1	-9	1	1	1	1.2
O=c1cc(CN2CCN(C/C=C/c3ccccc3)CC2)c2cc(O)c(-c3ccccc3)cc2o1	1.1	1.1	-5	-1	-8	-18	1	1	1.1	0.92
CCNC(=O)CCn1nc(-c2ccc(Cl)cc2)c2ccccc2c1=O	1.1	1	0	6	-3	-4	0.9	1.1	1	1.5
Clc1ccc(-c2nnc(C34CC5CC(CC(C5)C3)C4)o2)cn1	1.1	0.8	-2	-3	-11	2	1	1.1	1	1.3
CC(C)c1ccc(NC(=O)C2C3C=CC4(CN(Cc5cccnc5)C(=O)C24)O3)cc1 (configuration not stated)	1	0.9	-4	-4	-8	0	1	1	1	1.1
COc1cc(/C=N/NC(N)=S)ccc1OCC(=O)Nc1ccc(C)cc1	1	0.8	-8	-6	-18	-6	1.1	1	1.1	1
CC(Cc1cccs1)NC(=O)Nc1ccc(Cl)cc1 (configuration not stated)	1	0.8	6	0	-11	43	1	1	0.9	2.2
COc1cc(C)c2occ(/C(C)=N\O)c2c1	1	1	-1	-2	3	-7	1	0.9	1	1.2
CCc1cc(/C(Cc2cscn2)=N\O)c(O)cc1O	0.9	1	-4	-2	-3	/	1	1	1	0.99
CC(NC(=O)c1ccc(F)cc1)C(c1cccs1)N1CCN(C)CC1 (configuration not stated)	0.9	1	0	-3	-9	1	1	0.9	1	1.2
CCc1ccc(C(=O)COc2ccc(NC(C)=O)cc2)cc1	1	0.9	9	-2	-13	8	1	0.9	0.9	1.4
N#C/C(=C\c1ccc(-c2ccccc2)cc1)c1nc(-c2ccco2)cs1	1	0.9	-4	8	-4	7	0.9	1.1	1	1.1
COCCOC(=O)C1=C(C)NC2=C(C(=O)CC(C)(C)C2)C1c1cc2c(cc1Br)OCO2 (configuration not stated)	1.1	1.1	-5	-6	-22	6	1.1	1	1.1	/
CC1(C)CN(c2ccc(N3CC(C)(C)C3=O)cc2)C1=O	1.2	1	11	-3	-5	22	1	1.1	0.9	1.7
NNC(=O)/C(=C/c1cccs1)NC(=O)c1ccccc1Cl	1	1	1	0	-1	-20	1	1	1	0.94
Cc1ccc(N=C2NC(=O)/C(=C/c3cccs3)S2)cc1C	1.1	0.9	12	-1	47	2	1	1.1	0.9	1.2
COc1cc(C(=O)NC(CCSC)C(=O)OCc2cc([N+](=O)[O-])cc3c2OCOC3)cc(OC)c1OC (configuration not stated)	0.9	0.9	-6	-6	-14	4	1.1	0.9	1.1	1.3
Brc1ccc(-c2nnc3n2CCCCC3)cc1	1.1	1	-2	-5	-10	-2	1.1	1.1	1	1.3
Cc1ccc(/C=N/n2c(C)nc3ccccc3c2=O)s1	1	1.1	11	-2	-11	28	1	1	0.9	1.1
O=C(NCCCn1ccnc1)c1cc(-c2ccc3c(c2)OCO3)on1	1	0.8	2	0	-2	-1	1	0.9	1	1.2
CCC1=NN(C(=O)c2ccccc2Br)C(O)(c2ccc(Br)cc2)C1 (configuration not stated)	0.9	0.9	-2	6	4	37	0.9	0.9	1	1
O=C(Cc1ccccc1)Nc1cc(Cl)ccc1Sc1ccccc1	1	1.6	-4	1	5	-1	1	1	1	2
CCOC(=O)CSc1nnnn1-c1cccc2ccccc12	0.9	1	-5	2	-1	-6	1	1	1	1
CC(=O)Nc1cc(C(=O)N2CCCC2)ccc1Sc1ccc(C)cc1	1	1	-5	0	-6	0	1	1	1	0.59

Fetched by compound from above, 2 records:
SMILES	PMI activator	bIAP act	FLuc inhib CS	TNAP inh hiacc	TNAP inh no acc	APP 5'UTR act	TNAP act hi DEA	PMI act hi M6P	FLuc stim CS	NF-kB expr up
COc1ccc(C(=O)NNC(=O)C(=O)NCc2ccccc2)cc1	1	1.1	-1	-8	-79	-7	1.1	0.9	1	1.1
Clc1nc(Nc2ccccc2)nc(Nc2ccccc2)n1	0.8	1	5	2	1	18	1	0.7	0.9	2.1
